Bioassay records from PubChem BioAssay.
Pf Dd2 inh: blocks in vitro growth of P. falciparum Dd2; P. falciparum Dd2 growth, SYBR Green, 72 h; Potency, µM (series often up to 28.9 µM), inactives show at the top dose activity, negative = inhibition, actives largely listed as inhibitors; actives 4.3% (n = 120,000); active means well fitted inhibition curve with a large enough effect; inconclusive means small, poorly fitted or top-dose-only effect; inactive means no such curve, though single readings can be large or run the other way;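 further: plate controls were DMSO vehicle for no effect and reference drug for full effect; nearly all actives have a fitted effect of over 65% in size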
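Readout: SYBR Green fluorescence, 485 nm excitation, 535 nm emission, after ~16 h lysis at 37C. Before that, Dd2-infected red cells (2.5% hematocrit) grew 72 h with compound, 29 uM top final concentration.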
An asterisk follows results filed as active; i = inactive; u = inconclusive; [ ] = remark or other dose. Potency means the concentration at half of the fitted maximal effect. The list is partial; rates above refer to the full screens.

Start of the listing, in advance:
SMILES	Pf Dd2 inh
Cc1ccc(-c2ccc3nnc(CNC(=O)c4ccncc4)n3n2)cc1C	-27.6%
COc1ccc(CCN(C)Cc2nc(-c3ccccn3)no2)cc1OC	i
COCC(=O)N[C@@H]1CN(Cc2ccccc2F)C[C@H]1CO	-5.3%
CNC(=O)[C@@H](Cc1ccccc1)N1CCC[C@H]1C(=O)NCCN(C)C	u
COC(=O)c1ccc(Cn2c(SCC(=O)N(C)c3ccccc3)nc3ccccc32)cc1	u

Results (from the top)
SMILES	Pf Dd2 inh
Cc1ccc(-c2ccc3nnc(CNC(=O)c4ccncc4)n3n2)cc1C	-27.6%
COc1ccc(CCN(C)Cc2nc(-c3ccccn3)no2)cc1OC	i
COCC(=O)N[C@@H]1CN(Cc2ccccc2F)C[C@H]1CO	-5.3%
CNC(=O)[C@@H](Cc1ccccc1)N1CCC[C@H]1C(=O)NCCN(C)C	u
COC(=O)c1ccc(Cn2c(SCC(=O)N(C)c3ccccc3)nc3ccccc32)cc1	u
O=C(CCCc1c[nH]c2ccccc12)N1CCN2CCS(=O)(=O)N(C3CC3)C(=O)C2C1 (stereo not drawn)	u
CCOC(=O)c1ccc(NS(=O)(=O)c2ccc(Br)s2)cc1	39.1%[activator]
Cc1cnc(C2CCC2)n1CCNS(=O)(=O)c1ccccc1	i
Cc1ccc2cccc(NC(=O)c3ccc(C#N)cc3F)c2n1	-0.6%
COc1ccc(CNC2(Cc3cc(-c4ccc(F)cc4)on3)COC2)cc1	i
COc1ccc(CNC2(Cc3cc(CC(C)C)on3)COC2)cc1	i
CCOCCC(=O)N1CCC2(CC1)CC(c1ccccc1)C(=O)N2C (stereo not drawn)	-2.6%
Cc1cccc(OC(=O)CSc2nnc(CNC(=O)c3ccccc3)o2)c1C	i
O=C(N[C@H]1CCN2C(=O)c3cc(-c4cccs4)ccc3NC(=O)[C@H]12)C1CCCC1	u
COc1ccc(OC)c(-c2noc(CSc3nnc(Cc4ccccc4)n3-c3cccc(C)c3)n2)c1	-25.5%
Cc1cc(CN(C)C(=O)[C@H]2C[C@@H](C(=O)O)N(C)[C@H]2c2cccc(F)c2F)on1	9.3%
CCC(C(=O)Nc1ccc(F)cc1F)n1nc(-c2ccccc2)c2c(c1=O)CCCC2 (stereo not drawn)	u
COc1ccc2c(c1)c(=O)c(C(=O)c1ccc(Cl)cc1)cn2CC(=O)Nc1ccc2c(c1)OCCO2	11.2µM*
CCOC(=O)C1(Cc2ccccc2Cl)CCN(S(=O)(=O)c2ccccc2)CC1	-17.7%
O=C(Nc1ccc(-c2cc(C(F)(F)F)nn2-c2ccccc2)cc1)c1cccc(F)c1	11.2µM*
Cn1ncc(N2CCC(CNC(=O)c3cn4cccnc4n3)C2)cc1=O (stereo not drawn)	i
CCOCC(=O)N1CCC(N2C(=O)C3(CCCCC3)C2c2ccccc2)CC1 (stereo not drawn)	i
O=C(Nc1ccccc1)Nc1ccc([C@H]2OCC(=O)N(Cc3ccccc3)[C@@H]2CO)cc1	i
O=C(COc1ccc(Cl)cc1)Nc1ccc2nc(SCC(=O)N3CCCC3)sc2c1	u
Cc1ccc(-c2nnc(C3CN(C(=O)c4ccn[nH]4)CC34CCOCC4)o2)cc1 (stereo not drawn)	i
c1ccc(-c2nc3c(c(NCC4OCCc5ccccc54)n2)CCNCC3)nc1 (stereo not drawn)	u
COc1cc(C2Nc3ccccc3-c3nnc(SCc4ccc(C)cc4)nc3O2)cc(OC)c1O (stereo not drawn)	i
COc1ccccc1NC(=O)CSC1=Nc2ccccc2C2=NC(CCC(=O)NCc3cccs3)C(=O)N12 (stereo not drawn)	u
Cc1cccc(CN2C[C@@H](F)[C@@H](OCc3nc4ccccc4n3C)C2)n1	i
Cc1ccc(C2Cn3cnc(C(=O)N4CCC(C(=O)NCCC5=CCCCC5)CC4)c3CO2)cc1 (stereo not drawn)	u
COCC(=O)NC[C@H]1O[C@@H](CO)[C@@H](O)[C@H]1N(C)Cc1ccccc1	27.9%[44.1 µM]
COc1ccc(C(=O)N2CCC(c3noc(-c4cnccn4)n3)C2)cn1 (stereo not drawn)	i[5.79 µM]
Cc1ccc(C)c(NC(=O)/C(C#N)=C/c2ccc(C(C)C)cc2)c1	i
CC(C)c1noc(CC2CCN(C(=O)c3ccc(C(C)(C)C)cc3)CC2)n1	7.94µM*
COCCS(=O)(=O)c1ncc(CN(CCO)Cc2ccccc2)n1Cc1ccccc1	-23.6%
COc1cc(=O)n2c(c1C(=O)Nc1ccc(Cl)cc1F)CCCC2	3.1%
COc1ccc(OC2CCN(C(C)=O)CC2)c(C(=O)NC(C)Cc2cccs2)c1 (stereo not drawn)	u
COC(=O)[C@@H](Cc1cccnc1)NC(=O)[C@H]1CN(S(=O)(=O)c2ccccc2)CCN1S(C)(=O)=O	-8.3%
COC1C(=O)N(C2CCN(S(=O)(=O)c3cccnc3)CC2)C12CCOCC2 (stereo not drawn)	-0.5%
CN(Cc1ccccc1C(F)(F)F)C(=O)c1cccc(Cl)c1	u

Quoted at random: four entries already listed.
SMILES	Pf Dd2 inh
CCOCC(=O)N1CCC(N2C(=O)C3(CCCCC3)C2c2ccccc2)CC1 (stereo not drawn)	i
Cc1ccc(C)c(NC(=O)/C(C#N)=C/c2ccc(C(C)C)cc2)c1	i
O=C(Nc1ccccc1)Nc1ccc([C@H]2OCC(=O)N(Cc3ccccc3)[C@@H]2CO)cc1	i
COc1ccccc1NC(=O)CSC1=Nc2ccccc2C2=NC(CCC(=O)NCc3cccs3)C(=O)N12 (stereo not drawn)	u

(list continues)
SMILES	Pf Dd2 inh
Cc1nc(-c2ccc(Cl)cc2)n(Cc2ccccc2)c(=O)c1CCO	-21.1%
CC(NC(=O)Cc1ccc(NC(=O)N2CCCCc3ccccc32)cc1)c1ccccc1 (stereo not drawn)	30.6%[activator]
Cc1cnn(CC(=O)N2C[C@@H](COCC3CC3)[C@H](c3ccccn3)C2)c1	0.1%
Cc1cccc(OCC(=O)N2CC(C(=O)NCCc3ccncc3)C3(CCOCC3)C2)c1 (stereo not drawn)	-15.2%
COc1ccccc1NC(=O)c1c(NC(=O)Cc2ccccc2)sc2c1CCC(C(C)(C)C)C2 (stereo not drawn)	33.5%[activator]
O=C1NCCC[C@@H]1NC(=O)[C@H]1CN(C(=O)c2cccc(F)c2)CCN1C(=O)c1cccnc1	-15.2%
O=C1NCCCCCN(Cc2cccnc2)[C@@H]2CN(S(=O)(=O)c3ccccc3)CC[C@@H]12	-11.0%
COc1ccc(CN2C(=O)COC[C@@H]2[C@H](O)c2ccc(NC(=O)Cc3ccccc3)cc2)cc1	-18.5%
COc1cc(C(=O)OCc2cc(=O)n3nc(C4CCCCC4)sc3n2)cc(OC)c1OC	u
COC(=O)C1=C(C)N=C2SC=C(CC(=O)N(C)Cc3ccco3)N2C1c1cccc(Cl)c1 (stereo not drawn)	u
CN(Cc1ccccc1)C(=O)C1CCN(c2ncncn2)CC1	-19.1%
CCc1cccc(NS(=O)(=O)c2c(C)nc3sc(CC)nn3c2=O)c1	-16.5%
CCc1nc2c(c(-c3ccc(Cl)cc3)n1)CN(S(=O)(=O)c1ccccc1)CC2	u
Cc1nc(-c2cn(C3CCCN(C(=O)c4ccc(C)s4)C3)nn2)no1 (stereo not drawn)	33.7%[activator]
COc1cccc(C(=O)N2CC3(Cc4ccccc4CN3[S+](C)(=O)[O-])C2)c1	u
CN(Cc1ccc(CCN)cc1)Cc1cccc(-n2cccn2)c1	u
COCCC(=O)NCCC1CCN(C(=O)Nc2ccccc2F)CC1	1.2%
Cc1cccnc1CN(C)C(=O)c1ccc2nc(-c3ccccc3)cn2c1	u
CCOc1ccc(-n2c(SCC(=O)N3CCCC3)nc3c([nH]c4ccccc43)c2=O)cc1	22.8%
Cc1ccc(CNC(=O)C2(c3ccc(NC(=O)C4CC4)cc3)CCC2)cc1	-6.0%
CCOc1ccc(CC(=O)Nc2ccc3c(c2)N(C)C(=O)c2ccccc2S3)cc1OCC	1.8%
COc1ccc(CCNC(=O)c2cc3cccc4c3n2CC(C)S4)c(OC)c1OC (stereo not drawn)	-26.7%
CN(Cc1ccsc1)Cc1ccccc1C(F)(F)F	-14.8%[44.1 µM]
COc1ccc(-c2nc(C(C)C)nc3c2CCN([S+](=O)([O-])c2cccc(C(F)(F)F)c2)CC3)cc1	7.08µM*
O=C(CC1CCCN(c2cnn(CC3CC3)c(=O)c2)C1)NCc1cc(F)cc(F)c1 (stereo not drawn)	i
CCC(=O)Nc1cc(C(=O)NCc2ccc(N3CCN(C)CC3)cc2)c2ccc(C)nc2c1	10µM*
Cc1ccc2c(c1)C(c1ccc(F)cc1)N(C(=O)c1ccc(S(=O)(=O)N3CCCCC3)cc1)CC(=O)N2 (stereo not drawn)	u
Cc1ccc(O)c(NC(=O)c2ccc(Br)c(S(=O)(=O)N3CCCCC3)c2)c1	6.31µM*
O=C1CCN(C(=O)C2CCN(C(=O)CN3CCCC3=O)CC2)CCCCCCN1	25.0%
COc1ccc(-n2nc(C(=O)NCCc3ccc(Cl)cc3)c3c4ccccc4n(C)c3c2=O)cc1	i
Cc1ccc2nc(-c3ccc(NC(=O)c4ccccc4S(C)(=O)=O)cc3)sc2c1	-10.8%
Cc1cccc(N2CCN(C(=O)Cn3ncc4c3-c3cc(C)ccc3OC4)CC2C)c1 (stereo not drawn)	1.7%
COc1ccc(-c2noc([C@@H](C)NC(C)=O)c2C(=O)O)cc1	42.5%[44.1 µM]
Cn1nccc1C(=O)NCc1ccc2c(c1)CCN2C(=O)c1ccc(Cl)cc1	24.3%
Cc1cccc(C(=O)OCc2cc(=O)n3nc(C4CCCCC4)sc3n2)c1	55.0%[activator]
Cc1cccc(-c2noc(C3CC(=O)N(c4ccc5c(c4)OCCO5)C3)n2)c1 (stereo not drawn)	15.4%
Cc1oc2c(c1C(=O)NCCN1CCOCC1)CN(Cc1cccc(F)c1)CC2	u
COc1ccc(-n2c(=O)[nH]c3cccnc32)cc1	u
CS(=O)(=O)N1CCN(C(=O)Cn2nc3c(cc2=O)CCCCC3)CC1	2.6%
CCOC(=O)C1(Cc2cccc(OC)c2)CCCN(Cc2cnc[nH]2)C1 (stereo not drawn)	i
Cc1cccc(C(=O)N2CCC(C3CCN(S(C)(=O)=O)CC3)C2)c1 (stereo not drawn)	i
CCN1c2cc(C(=O)Nc3ccc(Cl)c(Cl)c3)ccc2C(=O)N2CCCCC21 (stereo not drawn)	-8.1%
CCCCN(C)S(=O)(=O)c1ccc(C(=O)Nc2ccc(-c3nc4ccc(C)cc4s3)cc2)cc1	u
CCn1nc(-c2ccccc2)c(-c2ccccc2)c(C(=O)Nc2ccc(NC(C)=O)cc2)c1=O	36.2%[activator]
Cn1c(=O)oc2cc(S(=O)(=O)N3CCCC(C(=O)NCCc4ccc(Cl)cc4)C3)ccc21 (stereo not drawn)	i
C[C@@H]1CN(C2(C(=O)N[C@@H](C)C(N)=O)Cc3ccccc3C2)C[C@H](C)O1	-1.8%
CCOC(=O)c1c(Oc2ccc(OC)cc2)nnc(-c2ccccc2)c1-c1ccccc1	7.0%
COC[C@@H]1CN(Cc2cc(C)nn2C)C[C@H]1c1nc(C)no1	17.9%
COCC(=O)NC1CCC12CCN(C(=O)c1ccc(OC)cc1)CC2 (stereo not drawn)	5.1%
COc1ccc(-c2onc(C)c2C(=O)NCc2cccs2)cc1	-7.8%
CCOc1ccc(-c2nc(CSCC(=O)NCCc3ccc(OCC)c(OCC)c3)c(C)o2)cc1	u
O=C(c1ccsc1)N1CCC(c2nc(C3CCOCC3)no2)CC1	0.3%
Cc1ccc2[nH]nc(C(=O)N3C[C@@H](C(=O)O)[C@H](c4ccc(F)cc4)C3)c2c1	-0.8%
COc1ccc(C(=O)N2C[C@H](c3nc(-c4ccncc4)no3)[C@@H](C)C2)cc1OC	5.8%
CCc1ccc(OCC(=O)N(Cc2ccco2)Cc2ccco2)cc1	-16.8%
CS(=O)(=O)N1CCCC(C(=O)NCCc2ccccn2)CCNC(=O)CC1 (stereo not drawn)	27.2%
Cc1cc(Oc2ccc(CN)cc2)nc2ccccc12	u
O=C(c1ccn2cncc2c1)N1CCOCC1	5.0%[44.1 µM]
CCC1(N2CCN(C(=O)Cc3ccccc3F)CC2)CCN(S(C)(=O)=O)C1 (stereo not drawn)	u
O=C(CC1N=C2c3ccccc3N=C(SCc3ccccc3F)N2C1=O)NCCc1ccccc1 (stereo not drawn)	-18.8%

Later entries
SMILES	Pf Dd2 inh
CC(C)NC(=O)N1Cc2[nH]cnc2C[C@H]1C(=O)NCc1ccco1	13.3%[44.1 µM]
CNC(=O)CCn1ncc2cc(OC3CCc4cccc(-c5ccc(O)c(F)c5)c43)ccc21 (stereo not drawn)	i
CNC(=O)c1noc([C@@H]2CC(F)(F)CN2C(=O)c2ccc(C)cc2)n1	1.7%
O=C1CCCCC(C(=O)NCc2ccc3c(c2)OCO3)N1 (stereo not drawn)	12.9%
Cc1ccc(OCc2nc(-c3ccc(C(=O)NCCc4ccc(Cl)cc4)cc3)oc2C)cc1	53.4%[activator]
CN(C)Cc1cc(C[C@@H]2CC[C@H](O)[C@@H](CNC(=O)N3CCOCC3)O2)no1	20.8%[44.1 µM]
Cc1cccc(N2C(=O)CSC23C(=O)N(Cc2cccc(C(F)(F)F)c2)c2ccccc23)c1 (stereo not drawn)	10µM*
